L3MBTL1 inh: blocks human L3MBTL1. Q9Y468. 0.66% of 230,000 active. Potency, µM (titrated, usually from 57.1 µM), inactives show at the top dose activity, negative = inhibition, actives largely listed as inhibitors. AID 485360. AlphaScreen L3MBTL1–H3K9me1 peptide binding; also: % is scaled to controls: 0 for no effect and ±100 for the full control effect; nearly all actives have a fitted effect of over 60% in size
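Displacement of a biotinylated histone H3(1-15) peptide monomethylated at Lys9 (75 nM) from L3MBTL1 (50 nM) was measured by AlphaScreen after a 30 min room-temperature compound incubation; cefsulodin titration served as intraplate control.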
SMN2 splice enh: enhancers of SMN2 splice variant expression | Potency, µM (titrated, usually from 46.1 µM), for inactives: at the top dose activity change, positive = activation, hits mostly activators | 2.8% of 210,000 active | HEK293 SMN2-luciferase splicing reporter, luminescence, 30-36 h | AID 1458; also: % of control where 0% means no effect; nearly all actives have a fitted effect of over 55% in size
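HEK293 cells carry an SMN2 […]–luciferase reporter in which exon 7 inclusion puts luciferase in frame. Cells were plated 10-12 h before compound addition, then incubated 30-36 h at 37C. ONE-Glo luminescence was read; sodium butyrate at 4.5 mM final served as control.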
KDM4E inh: blocks human JMJD2E demethylase activity. B2RXH2. JMJD2E catalytic domain, FDH-coupled NADH fluorescence (FDH is formaldehyde dehydrogenase). Potency, µM (highest dose often 57.1 µM), for inactives: at the top dose activity change, negative = inhibition, usual class: inhibitors. 1.6% of 230,000 active; active = well fitted inhibition curve with a large enough effect, not every such curve was filed as active; inconclusive = small, poorly fitted or top-dose-only effect, or another doubt; inactive = no such curve, though single readings can be large or run the other way;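 also: 0% = wells with enzyme and -100% = buffer wells without enzyme; nearly all actives have a fitted effect of over 50% in size; many of its hits are not listed in these tables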
ALDH1A1 block: blocks purified human ALDH1A1 activity | P00352 | Purified ALDH1A1, NADH fluorescence, propionaldehyde substrate | Potency, µM (titrated, usually from 75.3 µM), inactives show top-dose activity, negative = inhibition, actives largely listed as inhibitors | 7.3% of 220,000 active | AID 1030; active = well fitted inhibition curve with a large enough effect, not every such curve was filed as active; inconclusive = small, poorly fitted or top-dose-only effect, or another doubt; inactive = no such curve, though single readings can be large or run the other way;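 also: plate controls were no enzyme wells and a reference inhibitor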
RECQ1 helicase: RECQ1 (human) helicase inhibition. RECQ1 DNA unwinding, red fluorescence kinetic read. Potency, µM (series often up to 57.3 µM), inactives show top-dose activity, negative = inhibition, hits mostly inhibitors. 0.54% of 240,000 active. AID 2549;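 also: plate controls were vehicle for no effect and no enzyme for full effect; nearly all actives have a fitted effect of over 30% in size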
Target sequence (P46063 whole entry, looked up): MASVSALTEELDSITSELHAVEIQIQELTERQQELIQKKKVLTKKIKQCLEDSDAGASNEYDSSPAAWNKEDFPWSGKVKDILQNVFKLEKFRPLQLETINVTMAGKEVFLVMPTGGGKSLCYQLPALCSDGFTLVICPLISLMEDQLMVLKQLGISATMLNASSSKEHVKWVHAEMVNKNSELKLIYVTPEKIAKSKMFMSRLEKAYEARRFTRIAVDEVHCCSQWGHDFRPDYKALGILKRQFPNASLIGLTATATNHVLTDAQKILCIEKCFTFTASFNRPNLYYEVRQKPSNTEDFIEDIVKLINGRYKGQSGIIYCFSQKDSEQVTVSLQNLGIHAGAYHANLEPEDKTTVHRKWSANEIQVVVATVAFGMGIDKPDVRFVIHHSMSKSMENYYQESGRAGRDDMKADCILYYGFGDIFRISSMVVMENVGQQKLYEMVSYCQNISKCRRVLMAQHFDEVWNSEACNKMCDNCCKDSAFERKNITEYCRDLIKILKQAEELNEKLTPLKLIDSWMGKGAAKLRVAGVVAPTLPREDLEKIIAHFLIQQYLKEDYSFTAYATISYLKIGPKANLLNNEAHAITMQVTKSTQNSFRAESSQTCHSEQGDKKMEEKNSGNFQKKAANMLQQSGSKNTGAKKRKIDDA
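RECQ1T1 50 nM; forked duplex (20 bp + 30-nt ss tails) 200 nM, ATP 2 mM final; pH 8.0, 2 mM MgCl2, 2.5 ug/ml poly(dI-dC); 15 min compound preincubation; discontinuous kinetic read over 2 h at RT.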
Tau ThT inhib: blocks human tau fibril formation measured by thioflavin T | recombinant tau K18 P301L, heparin-induced fibrillization, ThT fluorescence | Potency, µM (titrated, usually from 57.4 µM), for the others: at the highest dose activity, negative = inhibition, actives largely listed as inhibitors | 2.1% of 270,000 active | AID 1460; also: % is scaled to controls: 0 for no effect and ±100 for the full control effect; nearly all actives have a fitted effect of over 55% in size
Target sequence (P10636 561-689 P618L limits assumed): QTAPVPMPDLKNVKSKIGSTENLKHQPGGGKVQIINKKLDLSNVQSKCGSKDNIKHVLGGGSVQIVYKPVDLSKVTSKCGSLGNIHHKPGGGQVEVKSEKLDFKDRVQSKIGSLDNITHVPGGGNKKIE
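ThT emission at 510 nm, taken 1 hr after adding 30 uM dye, quantifies aggregates formed when 20 uM heparin acts on human tau K18 P301L for 6 hr at 37 C.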
Lamin A splicing: changes lamin A minigene splicing in HeLa cells; HeLa LMNA splicing GFP/RFP minigene ratio, 48 h; Potency, µM (titrated, usually from 46.1 µM), inactives show at the top dose ratio change, negative = inhibition, hits mostly inhibitors; 0.01% of 200,000 active; AID 1487; active = well fitted inhibition curve with a large enough effect in the signal ratio, with a control signal flat, not every such curve was filed as active; inconclusive = small, poorly fitted or top-dose-only effect, or effect the other way, or a change in a side signal; the % refers to the signal ratio; also: % is scaled to controls: 0 for no effect and ±100 for the full control effect
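S3 HeLa cells stably expressing lamin A-EGFP splicing minigene plus DsRed2, 600 cells/well, 48 h compound exposure at 37C. Laser-scanning cytometry; analysed as GFP (500-530 nm)/RFP (575-640 nm) total intensity ratio; 0.5% DMSO vehicle.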
Luc counter: blocks Kinase-Glo luciferase, a counter-screen artifact. Q27757. Kinase-Glo luciferase, ATP luminescence, 8 min. Potency, µM (highest dose often 38.3 µM), for inactives: at the highest dose activity change, negative = inhibition, usual class: inhibitors. 0.28% of 200,000 active. AID 1379; also: % is scaled to controls: 0 for no effect and ±100 for the full control effect; nearly all actives have a fitted effect of over 60% in size
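Compounds were added to a substrate mix at pH 7.2 (50 mM imidazole, 10 uM ATP, within the enzyme's linear range), followed by Kinase-Glo detection reagent; luminescence was measured after 8 minutes at ambient temperature.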
Active calls of the source: *; i = inactive; ? = inconclusive; / = no result given; & = joins results of further samples; [ ] = remark or other dose. Unless noted, calls follow the shape of the dose curve; as a rule, active = well fitted curve in the direction sought with a large enough effect; inconclusive = small, poorly fitted or top-dose-only effect, or another doubt; inactive = no such curve, though single readings can be large; an effect the other way counts as inactive or inconclusive. Potency is read from the fitted curve at half-maximal effect. An excerpt, so the mix of outcomes need not match the whole.

SMILES	L3MBTL1 inh	SMN2 splice enh	KDM4E inh	ALDH1A1 block	RECQ1 helicase	Tau ThT inhib	Lamin A splicing	Luc counter
CC(/C=N/NC(=O)CCn1nnc2ccccc21)=C\c1ccccc1	5%	9%	-3%	-3%	-4%	-9%	-9%	5%
CCOC(=O)c1c(C)oc2c1c(CN1CCN(CCO)CC1)c(O)c1ccccc12	/	-9%	?	0.35µM*	-5%	?	13%[9.22 µM]	1%
Clc1ccc(Nc2ncnc3ccc(Br)cc23)cc1	32%[activator]	/	?	?	i	-18%	?	/
Cc1ccc(CNC(=O)CSc2ncccn2)cc1	34%[activator][11.4 µM]	?	2%	1%	i	1%	-3%	0%
COc1ccc(S(=O)(=O)N2CC3CCCN3c3ccc(C(F)(F)F)cc32)cc1 (stereo unspecified)	-1%	-9%	-6%	?	-9%	-9%	5%	1%
CC(C)Cc1cc(C(=O)Nc2sc3c(c2C#N)CCCC3)no1	79%[activator]	-7%	0%	18µM*	-9%	1%	?	-2%
O=C(NCCSCc1ccc(Cl)cc1Cl)c1ccc(CN2CCOCC2)cc1	-9%	-46%[inhibitor]	-3%	-3%	11%	?	?	1%
Cc1nn(CCCNC(=O)C2CCCO2)cc1Br (stereo unspecified)	-4%	3%	10%	0%	-3%	-2%	9%	-2%
CCn1c(SCC(=O)OC(C)C)nnc1-c1ccccc1	2%	/	-11%	-7%	-4%	-10%	/	/
COc1ccc(NC(=O)/C(C#N)=C\c2cc(C)n(-c3ccc(Oc4ccc([N+](=O)[O-])cn4)cc3)c2C)cc1	/	-56%[inhibitor]	-4%	-8%	0%	?	-9%	-2%
CCOC(=O)c1cc([N+](=O)[O-])sc1NC(=O)c1ccc(S(=O)(=O)N2CC3(C)CC2CC(C)(C)C3)cc1 (stereo unspecified)	-13%	-56%[inhibitor]	-15%	6%	-10%	-3%	-19%	-4%
C[C@@H](C(=O)Nc1ccc2ccccc2c1)[C@H]1C[C@]1(C)[C@H](NP(=O)(c1ccccc1)c1ccccc1)c1ccccc1	-10%	-51%&-57%[inhibitor]	-5%&-10%	-13%	-17%&-16%	-8%&-15%	2%	1%&-2%
O=C(NNc1cccc(Cl)n1)Nc1ccc(F)cc1	8%	7%	2%	?	i	-7%	?	3%
O=C(NNS(=O)(=O)c1ccccc1[N+](=O)[O-])c1ccncc1	0%	-1%	-15%	1%	-7%	0%	-6%	1%
COc1cc2c(cc1OC)C(C(=O)NCc1cccnc1)C(c1cccnc1)N(C)C2=O (stereo unspecified)	-5%	-5%	-4%	-8%	-2%	0%	10%	-5%
CN(CC(=O)N1CCN(c2ccccc2F)CC1)S(=O)(=O)c1cnc[nH]1	/	-4%	-2%	1%	-8%	-6%	2%	-2%
CCCCCC(C)n1[nH]c(=O)cc1N (stereo unspecified)	/	11%	-3%	7%	-14%	-7%	-8%	22%
CSc1cccc(NC(=O)COc2cccc3ccccc23)c1	/	16%	-2%	7%	-6%	-16%	-1%	-3%
COc1ccc(Nc2nc(N3CCCCC3)c3ccccc3n2)cc1	-16%	-47%[inhibitor]	-2%	13µM*	?	?	?	-8%
Cc1nnc(NC(=O)Cc2cccs2)s1	-8%	-1%	0%	-2%	-15%	-3%	-2%	1%
Cc1cccc(OCCCC(=O)Nc2ccc(S(=O)(=O)Nc3onc(C)c3C)cc2)c1	3%	10%	2%	-2%	12%	-15%	0%	-1%
Cc1cc(C)n(-c2nc(C(F)(F)F)nc3ccccc23)n1	1%	5%	2%	4%	-6%	2%	-10%[46 µM]	-1%
CCc1c(C)nc(N)n2c(SCC(=O)Nc3ccccc3)nnc12	-3%	-6%	5%	8%	?	-14%	1%	-4%
Cc1ccc(C(=O)N/C(=C\c2ccc(-c3ccc(Br)cc3)o2)C(=O)NCCCN(C)C)cc1	-13%	-88%[inhibitor]	?	?	-2%	-17%	/	-1%
O=C(CC(NC(=O)c1ccccc1)c1ccccc1)Nc1ccc(F)c(F)c1 (stereo unspecified)	-4%	-58%[inhibitor]	8%	4%	i	17%	?	-1%
Cc1nc(CN2CCCC2=NC#N)n(-c2ccccc2)n1	-1%	-25%	2%	-15%	-5%	-1%	15%	-3%
Cc1ccc(S(=O)(=O)N(C)c2ccc(OCC(=O)Nc3nc4ccccc4s3)cc2)cc1	-4%	-64%[inhibitor]	-21%	-5%	7%	3%	?	0%
COc1ccc(Cl)cc1N(C(=O)Nc1cccc(Cl)c1)C1=NCC(C)S1 (stereo unspecified)	-1%	-7%	-1%	-6%	2%	2%	-8%	1%
CCOC(=O)c1cc2sc(C)cc2n1CC(=O)N1CCN(C(=O)c2ccco2)CC1	8%	-8%	2%	-1%	-15%	-12%	1%	-1%
O=C(NNC(=O)C1CCN(Cc2cccc(F)c2)CC1)c1cccs1	5%	-3%	?	11%	i	-1%	-1%[46 µM]	0%
NC(=O)c1ccccc1OCC(=O)O	10%	-6%	2%	5%	i	4%	9%	0%
CC(C)c1ccccc1NC(=O)COC(=O)COc1ccccc1[N+](=O)[O-]	/	20%	2%	-7%	0%	-12%	/	-3%
COc1ccc(S(=O)(=O)NCc2ccco2)cc1N(C)S(=O)(=O)c1ccccc1	-2%	/	?	5%	-12%	-1%	/	/
Cc1cccc(/C(N)=N/OC(=O)Cc2cccs2)c1	56%[activator]	10%	-2%	-1%	-7%	-21%	6%	-4%
CCCCNC(=O)Nc1ccccc1C(=O)NCc1ccco1	-11%	2%	-15%	3%	-2%	-3%	9%	-6%
Cc1ccc(-c2csc3nc[nH]c(=S)c23)cc1	-13%	-80%[inhibitor]	-13%	8%	12%	0%	12%	14%
COc1ccc(CNC(=O)C(C)N=C2NS(=O)(=O)c3ccccc32)cc1OC (stereo unspecified)	/	7%	2%	9%	-1%	6%	2%	-6%
O=C(Nc1cccnc1)c1ccccc1O	/	-15%	?	?	-4%	-5%	-6%	2%
CN(C)S(=O)(=O)c1cccc(C(=O)NCC2CCCO2)c1 (stereo unspecified)	2%	/	4%	3%	-15%	-1%	-3%	5%
COCCOC(=O)C1=C(C)NC2=C(C(=O)CCC2)C1c1cc2c(cc1Br)OCO2 (stereo unspecified)	2%	/	?	?	-3%	-7%	1%	/

The list goes on; it opens with the two that closed the last part.
SMILES	L3MBTL1 inh	SMN2 splice enh	KDM4E inh	ALDH1A1 block	RECQ1 helicase	Tau ThT inhib	Lamin A splicing	Luc counter
CN(C)S(=O)(=O)c1cccc(C(=O)NCC2CCCO2)c1 (stereo unspecified)	2%	/	4%	3%	-15%	-1%	-3%	5%
COCCOC(=O)C1=C(C)NC2=C(C(=O)CCC2)C1c1cc2c(cc1Br)OCO2 (stereo unspecified)	2%	/	?	?	-3%	-7%	1%	/
S=c1[nH]nc(-c2n[nH]c3c2CCC3)n1/N=C/C=C/c1ccco1	28µM*	/	28µM*	7.1µM*	13µM*	22µM*	/	/
CC(C)c1nc(SCC(=O)N2c3ccccc3CC2C)c2ccccc2n1 (stereo unspecified)	7%	-26%	7%	-10%	-2%	?	?	3%
O=C(Nc1ccc(COc2ccccc2)cc1)c1cccc([N+](=O)[O-])c1	11%	10%	1%	2%	-5%	?	9%	-1%
O=S(=O)(Nc1ccc(N2CCOCC2)nn1)c1ccccc1	2%	/	?	2%	-2%	-3%	-5%	/
CCCc1nc(N2CCN(S(=O)(=O)c3ccc(Cl)cc3)CC2)c2c(C)c(C)sc2n1	-12%	/	-6%	-4%	15%	-16%	/	3%
COC(=O)c1ccccc1NC(=S)NC(NC(=O)c1ccccc1[N+](=O)[O-])C(Cl)(Cl)Cl (stereo unspecified)	-6%	15%	?	?	-13%	?	-7%	-1%
C/C(Cc1ccccc1)=N\NC(=O)C1CCCCC1	-4%	8%	14%	-3%	i	3%	1%	-3%
Cn1ncc(Cl)c(Oc2ccc(C(C)(C)C)cc2)c1=O	-10%	10%	-3%	19%	9%	11%	6%	-7%
O=C(CCCN1C(=O)/C(=C/c2ccccc2)SC1=S)Nc1ccccc1O	1%	-71%[inhibitor]	1%	1%	i	-14%	/	0%
N#Cc1c(-c2ccccc2)cc(-c2ccco2)c(C#N)c1N	/	27%	?	?	-16%	?	19%	-3%
COc1ccc2oc(=O)c(/C(C)=N/NC(=O)c3ccncc3)cc2c1	7%	1%	?	-21%	-4%	?	-4%	4%
CCOC(=O)CCCNC(=O)COc1ccccc1C#N	3%	5%	1%	10%	-1%	-4%	5%	-1%
COc1ccc(OCCCC(=O)Nc2ccc(N3CCOCC3)cc2)cc1	-18%	/	-2%	4%	10%	?	20%[46 µM]	-2%
O=C(OCc1ccc2c(c1)OCO2)c1ccc(S(=O)(=O)N2CCCC2)cc1	27%	-2%	-2%	?	-5%	-4%	-2%	2%
O=C(Nc1cnccn1)c1cccs1	8%	-6%	-7%	3%	i	-3%	9%	-3%
O=C(Nc1cccc(C(=O)N2CCN(c3cccc(Cl)c3)CC2)c1)c1ccccc1	27%	-23%	?	-7%	-5%	-14%	/	-1%
COCC(C)NCc1cccc([N+](=O)[O-])c1 (stereo unspecified)	3%	-7%	-20%	0%	?	-4%	10%	1%
O=C1CC(c2ccccc2)CCc2sccc2N1 (stereo unspecified)	/	-11%	3%	-4%	-7%	-10%	-5%	-6%
O=C(c1ccc([N+](=O)[O-])cc1Cl)N1CCN(c2ccccn2)CC1	-2%	/	11%	/	-3%	-8%	/	/
Cc1ccc(N2CC(=O)N(CC(=O)O)C2=O)cc1	/	-32%[inhibitor]	14%	8%	-4%	1%	/	-3%
CC(Oc1ccccc1F)C(=O)Nc1ccc2ccccc2c1 (stereo unspecified)	16%	3.5µM*	8%	1%	2%	3%	?	2%
CCOC(=O)Cn1c(=N)n(CCOc2ccc(Br)cc2)c2ccccc21	-10%	/	-3%	10%	15%	-14%	/	/
CCOC(=O)c1c(C)oc2c1c(C=NCC1CCCO1)c(O)c1ccccc12 (stereo unspecified)	0%	25%	5%	-15%	18%	?	3%	-5%
